Assay outcomes (PubChem BioAssay)
RORg inh: inhibitors of mouse ROR gamma transcriptional activity; P51450; 310,000 tested, 5.4% active; Potency, µM (series often up to 53.6 µM), for inactives: top-dose activity change, negative = inhibition, actives largely listed as inhibitors; Drosophila S2 Gal4-RORgamma UAS-luciferase reporter, 20 h; AID 2551; also: potency is read from the fitted curve at half-maximal effect; % is scaled to controls: 0 for no effect and ±100 for the full control effect; nearly all actives have a fitted effect of over 60% in size
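Drosophila S2 cells stably expressing Gal4-DBD/mouse RORγ fusion under metallothionein promoter plus UAS-luciferase; compound 1 h, then 700 uM CuSO4 induction for 20 h at ambient temperature; inhibition read as reduced luminescence.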
Rab9 prom act: Rab9 promoter activation; Huh7 Rab9 promoter-luciferase reporter, luminescence, 24 h; Potency, µM (titrated, usually from 9.22 µM), for inactives: at the top dose activation, negative = inhibition, most hits filed as activators; 320,000 tested, 2.8% active; AID 485297; also: potency is read from the fitted curve at half-maximal effect; % of control where 0% means no effect; nearly all actives have a fitted effect of over 60% in size
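Luminescence from Amplite-detected luciferase (10 minutes, ambient) reports Rab9 promoter activation. Before that, stable Rab9-luciferase Huh7 cells (1500/well, reduced-serum OP-MEM I plus 10% FBS) were exposed to compound for 24 hours at 37C.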
VP16 counter: inhibits Gal4-VP16 luciferase reporter, ROR gamma counter-screen | 310,000 tested, 3.5% active | Potency, µM (series often up to 53.6 µM), for inactives: at the top dose activity, negative = inhibition, usual class: inhibitors | Drosophila S2 Gal4-VP16 UAS-luciferase, luminescence, 20 h | AID 2546;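 also: Gal4-VP16 expression switched on by copper sulfate through the metallothionein promoter; potency is read from the fitted curve at half-maximal effect; % is scaled to controls: 0 for no effect and ±100 for the full control effect; nearly all actives have a fitted effect of over 50% in size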
p53 reactivator: restores transcriptional activity of mutant p53 | H1299 p53-A138V BP100-luciferase reporter, luminescence, 24 h | AID 504706 | 320,000 tested, 0.063% active | Potency, µM (titrated, usually from 92.2 µM), for the others: at the highest dose activity change, positive = activation, usual class: activators; also: potency is read from the fitted curve at half-maximal effect; % of control where 0% means no effect; nearly all actives have a fitted effect of over 45% in size
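H1299 (p53-null), stable ts p53-A138V + BP100-Luc; 1000 cells/well, Opti-MEM/10% FBS; cpd 4 pt, 1:5; 24 h, 37 deg C, 5% CO2; detection reagent 10 min RT; luminescence.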
ELG1 genotox: induces genotoxicity in HEK293T cells with luciferase-tagged ELG1; HEK293T ELG1-luciferase reporter, luminescence, 16 h; Potency, µM (highest dose often 46 µM), without a hit: at the highest dose activity change, positive = activation, actives largely listed as activators; 330,000 tested, 1.3% active; also: potency is read from the fitted curve at half-maximal effect; % of control where 0% means no effect; nearly all actives have a fitted effect of over 60% in size
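Reporter readout depends on ELG1 protein level, which increases with genetic stress. After 16 hr compound exposure at 37 °C, luciferase activity was quantified using ONE-Glo.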
TRPV1 ag: agonists of human vanilloid receptor 1 (TRPV1) | TRPV1-expressing cells, Fluo-8 calcium influx, agonist mode | activation, % at 8.33 µM | 320,000 tested, 0.19% active | AID 540275; in the data active = activation above about 80%; inconclusive = between about 30% and that limit; also: 0% is about no effect
Target sequence (Q8NER1 whole entry, looked up): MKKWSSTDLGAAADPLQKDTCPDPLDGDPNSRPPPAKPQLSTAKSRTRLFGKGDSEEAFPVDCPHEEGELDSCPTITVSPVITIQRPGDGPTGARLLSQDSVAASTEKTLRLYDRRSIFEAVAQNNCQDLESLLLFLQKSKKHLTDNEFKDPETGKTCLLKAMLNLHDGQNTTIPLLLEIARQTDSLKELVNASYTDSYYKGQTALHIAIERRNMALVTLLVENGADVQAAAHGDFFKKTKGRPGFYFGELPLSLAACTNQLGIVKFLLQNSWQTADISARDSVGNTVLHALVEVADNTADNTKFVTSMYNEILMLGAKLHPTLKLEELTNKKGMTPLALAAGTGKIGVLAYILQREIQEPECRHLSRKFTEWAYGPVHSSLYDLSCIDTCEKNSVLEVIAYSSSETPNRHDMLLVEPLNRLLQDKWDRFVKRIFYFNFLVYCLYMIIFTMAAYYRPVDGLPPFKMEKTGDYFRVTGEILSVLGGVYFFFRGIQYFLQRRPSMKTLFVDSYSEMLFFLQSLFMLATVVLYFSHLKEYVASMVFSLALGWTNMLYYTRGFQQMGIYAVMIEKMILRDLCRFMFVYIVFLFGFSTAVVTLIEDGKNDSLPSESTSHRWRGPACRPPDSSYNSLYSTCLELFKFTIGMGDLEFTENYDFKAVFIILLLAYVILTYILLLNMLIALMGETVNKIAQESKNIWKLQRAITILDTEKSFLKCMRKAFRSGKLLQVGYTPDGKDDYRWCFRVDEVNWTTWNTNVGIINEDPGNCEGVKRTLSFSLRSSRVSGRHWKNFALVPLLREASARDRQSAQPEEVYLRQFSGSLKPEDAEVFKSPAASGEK
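Cells expressing TRPV1 were dye-loaded with Fluo-8 and read kinetically: 10 s baseline, 3 min after compound (agonist portion), then 2 min after EC20 capsaicin (allosteric enhancer portion). Calcium-bound dye fluorescence at 480/520 nm.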
ELG1 DNA repair: inhibitors of ELG1-dependent DNA repair in HEK293T cells | 330,000 tested, 2.3% active | Potency, µM (titrated, usually from 46.1 µM), for the others: at the highest dose activity change, negative = inhibition, actives largely listed as inhibitors | HEK293T ELG1-luciferase reporter, luminescence, 16 h; DNA damage induced by 5-fluorouridine | AID 504467; also: potency is read from the fitted curve at half-maximal effect; % is scaled to controls: 0 for no effect and ±100 for the full control effect; nearly all actives have a fitted effect of over 55% in size
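Overnight (16 hr) co-exposure of 2,000 cells/well to 5-fluorouridine and compound at 37 °C preceded detection. Luciferase was quantified via ONE-Glo luminescence; loss of signal denotes inhibition.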
BRCA1 expr act: BRCA1 expression activation; MCF7-BRCA1-FFLuc reporter, luminescence, 48 h; response scale: scaled: vehicle 0%, 10 µM genistein 100%; Potency, µM (doses to about 46.1 µM), for inactives: top-dose activation, hits mostly activators; 380,000 tested, 1.1% active; AID 624202; also: potency is read from the fitted curve at half-maximal effect; nearly all actives have a fitted effect of over 80% in size; some results filed as inactive show a strong effect at the top dose
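Luminescence from a BRCA1-driven firefly luciferase in MCF7 cells was the read-out, taken 15 min after substrate addition following 48 h compound exposure at 37 °C. Data were normalized to a 10 microM genistein control and DMSO vehicle.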
FLuc modulator: firefly luciferase modulation, counter-screen for miR-21 project; P08659; purified FLuc, Km substrates, luminescence inhibition; Potency, µM (titrated, usually from 57.5 µM), without a hit: at the highest dose activity change, negative = inhibition, usual class: inhibitors; 360,000 tested, 6.9% active; AID 588342;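 also: potency is read from the fitted curve at half-maximal effect; plate controls were vehicle for no effect and reference inhibitor for full effect; nearly all actives have a fitted effect of over 55% in size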
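Purified P. pyralis luciferase, 10 nM final, with Km-level 10 uM D-luciferin and 10 uM ATP in 50 mM Tris acetate pH 7.5, 10 mM Mg acetate, 0.01% Tween-20, 0.05% BSA; 6-point qHTS titration about 60 µM downward; luminescence read.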
NPC1 prom act: NPC1 promoter activation. Huh7 NPC1 promoter luciferase reporter, 24 h. Potency, µM (top dose mostly 9.22 µM), for the others: at the top dose activation, usual class: activators. 320,000 tested, 2.4% active. AID 485313;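 also: potency is read from the fitted curve at half-maximal effect; % of control where 0% means no effect; nearly all actives have a fitted effect of over 60% in size; reporter is driven by a mutant NPC1 promoter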
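Stable NPC1-promoter luciferase Huh7 line; cpd (DMSO) 24 h, 37 °C, 5% CO2; Amplite luciferase reagent 10 min RT; luminescence readout. qHTS format.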
Tb PFK inh: inhibitors of T. brucei phosphofructokinase | O15648 | T. brucei PFK, ADP-Glo luminescence | Potency, µM (doses to about 57.5 µM), for inactives: at the highest dose activity, negative = inhibition, most hits filed as inhibitors | 330,000 tested, 0.17% active | AID 485367;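 also: potency is read from the fitted curve at half-maximal effect; 0% = uninhibited 1x PFK enzyme wells and -100% = no-enzyme wells; nearly all actives have a fitted effect of over 60% in size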
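Luminescent ADP detection (ADP-Glo, two-step: ATP depletion then ADP-to-ATP conversion for luciferase) reported PFK activity after 45 min room-temperature reaction of 1.25 nM enzyme with 0.5 mM F6P and 0.1 mM ATP at pH 8.0.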
Active calls of the source: *; ? = inconclusive; / = not tested or not shown; [ ] = dose if it differs, or a comment. Unless noted, calls follow the shape of the dose curve; as a rule, active = well fitted curve in the direction sought with a large enough effect; inconclusive = small, poorly fitted or top-dose-only effect, or another doubt; inactive = no such curve, though single readings can be large; an effect the other way counts as inactive or inconclusive.

SMILES | RORg inh | Rab9 prom act | VP16 counter | p53 reactivator | ELG1 genotox | TRPV1 ag | ELG1 DNA repair | BRCA1 expr act | FLuc modulator | NPC1 prom act | Tb PFK inh
O=C(N/N=C/c1ccccn1)c1ccc([N+](=O)[O-])cc1 | 0.6% | 5.1% | -13.0% | -1.9% | 8.8% | -2.7 | ? | 0.4% | 19µM* | -1.5% | 1.9%
CCn1c(CNc2ccc(C)cc2)nnc1SCC(=O)NCc1ccccc1 | -18.0% | 0.7% | 12.5% | 13.5% | 0.8% | -1.3 | 7.6% | ? | 3.6% | 1.5% | 13.4%
COc1cccc(CN(C)CC(O)COc2cc(Cl)ccc2Cl)c1 (centres undefined) | -9.6% | -0.3% | -1.3% | -2.6% | -5.1% | 2.8 | -2.2% | -8.7% | 0.1% | -1.4% | -6.4%
O=C(NCCC1=CCCCC1)C1CCN(S(=O)(=O)c2cccs2)CC1 | 41.8% | -3.5% | -2.0% | 6.8% | -3.3% | 19.8 | ? | 0.9% | -3.0% | 0.3% | 5.2%[0.46 µM]
O=C(O)C1CCCN1C(=O)OCC1c2ccccc2-c2ccccc21 (centres undefined) | 10.8% | 3.6% | 5.2% | 2.2% | 0.6% | 1.0 | ? | 12.4% | -19.2% | 11.5% | -7.3%
COc1ccc(-c2nn(Cc3ccccc3)cc2C(=O)N2CCN(c3ccccn3)CC2)cc1OC | / | -1.1% | / | -8.1% | -1.5% | 0.5 | ? | 11.2% | / | 0.3% | -3.5%
CC(=O)Nc1ccc(-c2nn[nH]n2)cc1Cl | -1.0% | -1.8% | -0.8% | 10.0% | 0.6% | -14.9 | -0.6% | -20.3% | 1.5% | 2.0% | ?
CS(=O)(=O)N1CCN(C/C=C/c2ccccc2)CC1 | -26.1% | -4.2% | ? | -2.8% | -2.8% | -2.6 | -2.7% | 2.5% | 6.3% | -6.1% | 2.0%
CCOc1ccc(CN(CCO)CCO)cc1[N+](=O)[O-] | -25.9% | -0.3% | -9.4% | 3.0% | -0.2% | -2.2 | -3.4% | -0.5% | -1.0% | -5.0% | 0.1%
O=C(CNC(=O)c1ccc(Cl)cc1)NNc1c(F)c(F)cc(F)c1F | / | / | / | -4.7% | -3.0% | / | 15.8% | -17.1% | / | / | 3.8%
CS(=O)(=O)c1ccc(Cl)c(NC(=O)COC(=O)c2ccc(F)cc2Cl)c1 | 5.1% | 1.8% | -15.3% | -0.1% | 0.3% | 3.4 | 7.1% | 4.7% | 4.3% | -6.2% | -2.8%
CCOC(=O)C1CCCN(S(=O)(=O)c2ccccc2)C1 (centres undefined) | -0.1% | 8.3% | -2.8% | -14.0% | -4.6% | -0.9 | 5.1% | 3.8% | 3.9% | 2.3% | 9.1%[0.46 µM]
OC(COC1CCCCC1)CN1CCN(c2ccccc2)CC1 (centres undefined) | -0.2% | -7.2% | -2.1% | -2.5% | -7.5% | -3.0 | -22.7% | 1.1% | -0.9% | 2.4% | -8.0%
O=C(NCC1CCN(C(=O)c2cccc([N+](=O)[O-])c2)CC1)c1cccc([N+](=O)[O-])c1 | 11.1% | 4.1% | 3.4% | 4.8% | -2.1% | -1.5 | -0.5% | -13.8% | 3.3% | -1.0% | -0.2%
CCn1cc(C(=O)O)c(=O)c2cc(F)c(N3CCN(S(=O)(=O)c4ccc5c(c4)OCCO5)CC3)cc21 | -3.6% | 2.7% | -6.7% | -3.1% | 0.3% | 1.0 | -2.7% | 12.8% | -0.7% | -6.1% | -0.3%
CN(C)c1nnnn1-c1ccc(Cl)cc1Cl | -10.1% | 4.3% | -3.9% | -6.3% | 0.4% | 2.0 | 9.2% | -5.4% | 4.6% | -3.4% | 4.3%
OC1CCN(c2ncnc3c2nnn3Cc2c(F)cccc2Cl)CC1 | 7.8% | -2.2% | 3.1% | -0.9% | 3.4% | ? | ? | 1.1% | 2.9% | -2.8% | 1.9%
Cc1csc2c(N3CCN(C(=O)Nc4ccccc4)CC3)ncnc12 | ? | -17.8% | -20.1% | -4.5% | -6.4% | ? | ? | -27.7% | ? | -1.4% | -1.4%
Cc1nnc(NC(=O)c2nn(CC(C)C)c(=O)c3ccccc23)s1 | ? | -0.1% | -15.6% | -6.0% | -1.1% | 24.7 | 4.1% | -29.4% | -11.6% | -4.6% | -7.2%
COc1ccc(-c2cc(C(=O)OCC(=O)c3ccc(C)c([N+](=O)[O-])c3)c3ccccc3n2)cc1 | 1.2% | 17.1% | ? | 6.9% | 3.3% | -1.2 | ? | 39.1% | ? | 13.3% | 1.3%
Cc1c(C(=O)NNC(=S)Nc2cccc(Cl)c2)nnn1-c1ccccc1 | 1.7% | -0.3% | 6.7% | ? | -0.1% | 0.8 | 16.5% | -8.6% | ? | -7.3% | -0.1%
CCC1(CC)NC(=O)N(CC(=O)OC(C)C(=O)Nc2ccc(NC(C)=O)cc2)C1=O (centres undefined) | / | -3.8% | / | 11.8% | -2.2% | 0.0 | 9.5% | 13.7% | 3.8% | -1.3% | 0.4%
COc1ccc(C(C#N)Nc2ccccc2C)cc1 (centres undefined) | -1.3% | -0.2% | -8.3% | 1.0% | 0.5% | -1.9 | 4.3% | 0.7%[1.84 µM] | -19.0% | 0.8% | 0.1%
S=C(NCc1ccc2c(c1)OCO2)Nc1ccc2nsnc2c1 | ? | 8.3% | ? | -1.6% | 0.0% | 20.3 | -21.5% | 5.0% | ? | -7.8% | 3.7%
CCCCCCCNC(=O)CC(NS(=O)(=O)c1ccc(NC(C)=O)cc1)C(C)C (centres undefined) | ? | -5.0% | 1.0% | -9.1% | 1.8% | 2.7 | -5.1% | -22.8% | 7.2% | -0.9% | -7.2%
CCCC(=O)OCC(=O)Nc1ccc2[nH]c(=O)[nH]c2c1 | 0.1% | -5.0% | 7.6% | 0.3% | 1.8% | -1.2 | 14.8% | 1.3% | -1.6% | -3.1% | ?
CC(C)CC(NC(=O)OC(C)(C)C)c1cn([C@@H](CCC(=O)OC(C)(C)C)C(=O)N2CCN(C(=O)OC(C)(C)C)CC2)nn1 (some centres undefined) | -1.9% | 0.1% | 1.2% | -0.5% | -8.4% | -2.5 | -2.3% | -20.3% | 0.4% | -1.8% | -2.9%
CCOC(=O)N1CCc2c(sc(NC(=O)C3COc4ccccc4O3)c2C(N)=O)C1 (centres undefined) | 2.7% | 12.5% | 2.1% | 10.4% | -11.2% | 4.4 | ? | 47.1% | 4.4% | 17.8% | 1.3%
O=C(O)/C=C/C(=O)Nc1ccc(Cl)c(C(=O)O)c1 | -6.4% | -1.0% | 6.0% | -0.8% | 3.0% | 1.8 | ? | 7.6% | -7.7% | 10.4% | 3.3%
CC(NC(=O)c1cccc(Br)c1)c1ccccc1 (centres undefined) | 19.0% | -2.6% | -1.9% | -2.6% | -4.3% | 28.7 | -10.6% | -2.7% | 1.5% | -0.9% | 3.0%
CCc1cc(=O)oc2cc(OCC(=O)N3CCCc4ccccc43)ccc12 | 1.0% | -4.9% | 0.7% | -0.6% | 2.4% | -0.3 | ? | 16.4% | -3.2% | -2.4% | 2.2%
COc1ccc(CCN(C)c2ccc(C(N)=O)cc2[N+](=O)[O-])cc1OC | -12.7% | -0.2% | 4.4% | -3.1% | -5.4% | 3.8 | ? | -18.6% | 1.9% | -3.2% | -0.4%
O=C(Nc1ccccc1Cl)c1ccn[nH]1 | -12.6% | -18.5% | -4.3% | 13.5% | 16.5% | -1.8 | ? | 12.6µM* | ? | 19.0% | 0.8%
Clc1cnc(Nc2cccnc2)c(Cl)c1 | -18.9% | -1.7% | 0.4% | 1.4% | 19.9% | 1.6 | 4.5% | 19.6% | 5.5% | 0.3% | -0.2%
O=C(O)C1CCCCC1C(=O)Nc1ccc(S(=O)(=O)N2CCCCCC2)cc1 (centres undefined) | 1.6% | 3.3% | 4.0% | 1.8% | -0.1% | 1.1 | 1.1% | 2.8% | 0.5% | 2.7% | 0.7%
O=C(O)CC(C(=O)O)c1cn(Cc2ccccc2)c2ccccc12 (centres undefined) | 7.5% | -1.3% | 4.0% | 6.5% | 1.5% | 2.4 | -1.4% | -7.5% | 3.5% | -0.2% | 1.2%
